PTHR1 agonist – qHTS for PTHR1 Agonists: Primary Screen; Parathyroid hormone/parathyroid hormone-related peptide receptor (Homo sapiens), Q03431; actives 0.075% (n = 410,000); Potency, µM (highest dose often 115 µM), for inactives: at the top dose activation, hits mostly activators; AID 743266, 2014; HEK293 GP2 PTHR1 cells, GloSensor cAMP luminescence, 1 h; also: potency is read from the fitted curve at half-maximal effect; nearly all actives have a fitted effect of over 55% in size; some results filed as inactive show a strong effect at the top dose; inactives centre near -15; many of its hits are not listed in these tables
Target sequence (Q03431 whole entry, looked up): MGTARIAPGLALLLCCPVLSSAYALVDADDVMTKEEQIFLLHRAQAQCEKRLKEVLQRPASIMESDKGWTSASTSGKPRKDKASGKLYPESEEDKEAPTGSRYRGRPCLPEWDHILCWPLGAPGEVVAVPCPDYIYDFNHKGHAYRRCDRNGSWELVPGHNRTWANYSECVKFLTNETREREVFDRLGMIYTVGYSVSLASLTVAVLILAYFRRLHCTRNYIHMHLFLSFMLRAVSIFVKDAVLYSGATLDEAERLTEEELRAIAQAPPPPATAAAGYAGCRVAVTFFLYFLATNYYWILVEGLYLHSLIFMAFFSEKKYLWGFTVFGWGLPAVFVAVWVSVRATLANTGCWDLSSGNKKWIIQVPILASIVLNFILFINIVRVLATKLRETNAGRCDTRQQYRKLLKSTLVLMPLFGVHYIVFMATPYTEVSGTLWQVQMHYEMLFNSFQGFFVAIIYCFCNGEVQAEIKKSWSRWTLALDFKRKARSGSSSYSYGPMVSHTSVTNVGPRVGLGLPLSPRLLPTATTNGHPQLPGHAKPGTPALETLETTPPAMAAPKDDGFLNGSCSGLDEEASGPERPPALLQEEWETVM
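HEK-293-derived GP2 cells expressing PTHR1 and a GloSensor cAMP reporter, 3,000/well, plated overnight, given luciferin plus IBMX (each 0.5 mM as added) for 1 h at 37 °C, then compound for 1 h at 37 °C. Luminescence was read after 15 min at room temperature.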
GLP-1R inv ag – qHTS of GLP-1 Receptor Inverse Agonists (Inhibition Mode); Glucagon-like peptide 1 receptor (Homo sapiens), P43220; actives 1.6% (n = 410,000); Potency, µM (highest dose often 38.3 µM), without a hit: at the highest dose activity change, negative = inhibition, hits mostly inhibitors; HEK293 GLP-1R CRE-luciferase, luminescence, 24 h; GLP-1R form is constitutively active; also: potency is read from the fitted curve at half-maximal effect; % is scaled to controls: 0 for no effect and ±100 for the full control effect; nearly all actives have a fitted effect of over 55% in size
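GLP-1R inverse agonism mode: basal reporter luminescence in engineered HEK293 cells measured after one day of compound exposure at 37 deg C, with a 12 min room-temperature detection step.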
IL-2 act – qHTS of IL-2 Activators. IL-2 activation reporter assay, cell-based qHTS; stimulated with anti-CD3/CD4/CD28 beads; in transgenic mouse T cells. activation, % (series mostly up to about 46 µM). actives 0.065% (n = 360,000). AID 652025, 2013; in the data active = activation above about 50%; inconclusive = mostly about 30% to 49%; also: 0% is about no effect
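Using fluorescent plate cytometry, EGFP and DsRed are detected in transgenic mouse T cells stimulated 18 h at 37 degrees C with antibody-coated beads after 60 min compound pretreatment.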
PLK1 PBD block – qHTS for Inhibitors of PLK1-PDB (polo-like kinase 1 - polo-box domain): Primary Screen; Plk1 PBD binding of FITC phosphopeptide, fluorescence polarization; Potency, µM, without a hit: max response, negative = inhibition, actives largely listed as inhibitors; actives 2.8% (n = 360,000); AID 720504, 2013; also: potency is read from the fitted curve at half-maximal effect; series mostly up to about 57 µM; % is scaled to controls: 0 for no effect and ±100 for the full control effect; nearly all actives have a fitted effect of over 65% in size
PI5P4K alpha inh – qHTS for Inhibitors of phosphatidylinositol 5-phosphate 4-kinase (PI5P4K). max response, %. AID 652105, 2013. Phosphatidylinositol 5-phosphate 4-kinase type-2 alpha (Homo sapiens), P48426. actives 1.2% (n = 330,000). PI5P4Kalpha enzyme, ADP-Glo luminescence, 60 min; hits give low values; active = max response of -50% or lower; inconclusive = between -30% and -50%; inactive = -30% or higher; also: value at the top dose of about 77 µM; % is scaled to controls: 0 for no effect and ±100 for the full control effect
Target sequence (P48426 whole entry, looked up): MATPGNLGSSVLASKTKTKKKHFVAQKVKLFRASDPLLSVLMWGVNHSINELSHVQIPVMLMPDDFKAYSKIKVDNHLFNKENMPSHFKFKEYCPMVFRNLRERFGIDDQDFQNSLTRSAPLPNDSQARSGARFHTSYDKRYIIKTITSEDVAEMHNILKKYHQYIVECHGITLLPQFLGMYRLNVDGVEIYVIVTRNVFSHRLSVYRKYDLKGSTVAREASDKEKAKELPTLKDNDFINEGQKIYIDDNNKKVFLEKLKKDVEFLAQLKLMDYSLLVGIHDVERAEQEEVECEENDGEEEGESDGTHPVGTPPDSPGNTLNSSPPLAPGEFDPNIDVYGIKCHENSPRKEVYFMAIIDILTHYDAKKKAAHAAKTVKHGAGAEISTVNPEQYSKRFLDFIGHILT
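Compounds were pin-transferred onto PI5P4Kalpha and substrate in HEPES pH 7.4 buffer with EGTA, CHAPS and 5% DMSO. ATP (5 microM final) started the reaction, which ran 60 minutes at room temperature before ADP-Glo detection.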
EPAC1 antagonist – qHTS for Antagonist of cAMP-regulated guanine nucleotide exchange factor 3 (EPAC1): primary screen; Rap guanine nucleotide exchange factor 3 (Homo sapiens), O95398; EPAC1 GEF assay, Rap1b-BODIPY-GDP exchange fluorescence; Potency, µM (titrated, usually from 115 µM), without a hit: top-dose activity change, negative = inhibition, hits mostly inhibitors; actives 0.14% (n = 360,000); AID 720709, 2013;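 also: potency is read from the fitted curve at half-maximal effect; plate controls were vehicle for no effect and positive control for full effect; nearly all actives have a fitted effect of over 50% in size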
EPAC1 agonist – qHTS for Agonist of cAMP-regulated guanine nucleotide exchange factor 3 (EPAC1): primary screen; Rap guanine nucleotide exchange factor 3 (Homo sapiens), O95398; EPAC1 agonist qHTS, biochemical assay; response scale: 100% = response to 6.5 mM cAMP; Potency, µM (highest dose often 154 µM), inactives show at the highest dose activation, actives largely listed as activators; actives 0.073% (n = 360,000); also: potency is read from the fitted curve at half-maximal effect; nearly all actives have a fitted effect of over 60% in size
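Normalized to 6.5 mM cAMP, activity reflects EPAC1-catalysed release of BODIPY-GDP from Rap1B, followed kinetically over 30 min at 480 nm excitation, 540 nm emission. Reaction contained 100 nM EPAC1, 250 nM Rap1B-BODIPY-GDP, 50 uM GDP.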
GLP-1R agonist – qHTS of GLP-1 Receptor Agonists; Glucagon-like peptide 1 receptor (Homo sapiens), P43220; HEK293 GLP-1R CRE-luciferase, luminescence, 4-6 h; cells express a hypersensitive GLP-1R form; Potency, µM (highest dose often 45.6 µM), inactives show top-dose activation, most hits filed as activators; actives 0.007% (n = 380,000); AID 624172, 2012; also: potency is read from the fitted curve at half-maximal effect; % of control where 0% means no effect
GLP1R cytotox – qHTS of GLP-1 Receptor Inverse Agonists: Cytotox Screen. HEK293 cAMP-luciferase reporter cells, luminescence, 24 h. Potency, µM (highest dose often 38.3 µM), without a hit: at the top dose activity change, negative = inhibition, usual class: inhibitors. actives 0.13% (n = 410,000);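 also: loss of luciferase light is scored as toxicity; potency is read from the fitted curve at half-maximal effect; % is scaled to controls: 0 for no effect and ±100 for the full control effect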
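Quantitative HTS format, 1536 wells, 200 cells/uL seeded. Compounds: 23 nL, 24 h, 37 °C. Detection: luciferase reagent, luminescence at 12 min RT; decreased signal taken as cytotoxic.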
Starred values were filed as active, the others as inactive; i = inactive; ? = inconclusive; nt = no result given; & = joins results of further samples; [ ] = another dose, or the depositor's remark. Unless noted, calls follow the shape of the dose curve; as a rule, active = well fitted curve in the direction sought with a large enough effect; inconclusive = small, poorly fitted or top-dose-only effect, or another doubt; inactive = no such curve, though single readings can be large; an effect the other way counts as inactive or inconclusive.

SMILES	PTHR1 agonist	GLP-1R inv ag	IL-2 act	PLK1 PBD block	PI5P4K alpha inh	EPAC1 antagonist	EPAC1 agonist	GLP-1R agonist	GLP1R cytotox
Cc1c(C(=O)Nc2ccc(C(=O)Nc3ccccc3)cc2)cccc1[N+](=O)[O-]	-29%	2%	0.1	-18%	0	7%	4%	12%	-4%
O=C(COC(=O)Cc1cccc(C(F)(F)F)c1)Nc1ccc2[nH]c(=O)[nH]c2c1	i	22%	-2.2	3%	-7	-8%	-3%	13%	-2%
COc1ccc(/C=N/NS(=O)(=O)c2ccc(C)cc2)cc1	-26%	-1%	-2.8	-9%	5	-2%	2%	2%	1%
O=C(N[C@@H](Cc1c[nH]c2ccccc12)C(=O)O)OCC1c2ccccc2-c2ccccc21	i	-12%	1.1	-24%	19	?	2%	5%	10%
CCc1cccc(CC)c1NC(=O)c1ccc(-n2cncn2)nc1	i	50%[activator]	-0.6	-7%	1	-29%	-6%	-7%	10%
O=C(c1ccccc1-c1ccccc1)N1CCOCC1	-4%[57.5 µM]	-10%	1.2	-13%	-7	14%	10%	-6%	-13%
N#CCn1cnc2sc(-c3ccccc3)cc2c1=O	i	24%[7.66 µM]	0.0	-20%	-52*	-10%	-6%	12%	0%[7.66 µM]
CCc1sc(C(=O)N2CCN(C(=O)c3ccccc3)CC2)cc1C	-10%	-10%	1.7	-17%	1	-1%	10%	4%	5%
COc1ccc(-c2nnc(SCC(N)=O)n2N)cc1	i	0%	-0.6	-3%	nt	-2%	-3%	-4%	2%
O=C(NCc1ccco1)/C(=C/c1ccccc1)NC(=O)c1ccco1	i	2%	-0.8	-8%	-1	-24%	7%	8%	-1%
CC(=O)Nc1ccc(NC(=O)COc2ccc3c(c2)CCC3)cc1	-39%	7%	0.8	-4%	-2	-1%	6%	8%	3%
Nc1nnc(SCC(=O)c2ccc3ccccc3c2)s1	-11%[57.5 µM]	15%	1.4	-6%	-9	6%	3%	4%	-10%
CC(C)(C)S(=O)N1Cc2cc(CO)cc(CCO)c2[C@@H]1CCO (some centres not stated)	-24%	3%	0.5	-9%	-10	9%	-24%	-2%	0%
NNC(=O)Cc1csc(-c2ccccc2)n1	-1%	2%	-0.4	4%	-7	14%	-3%	-2%	-30%
Cc1ccc(NC(=O)c2ncn(CCCNCc3ccc4c(c3)OCO4)n2)cc1C	-20%	?	-0.5	-17%	15	-15%	3%	-9%	13%
Cc1ccc(-n2nnnc2-c2cnoc2-c2cccc(F)c2)cc1	-8%	8%	0.7	21µM*	-24	-22%	10%	-4%	-7%
CC(C)(C)CC(=O)NC(=S)NCc1ccco1	-13%	?	0.3	3%	0	4%	-6%	0%	-22%
CC(C)Cn1c(N)cc(=O)n(C)c1=O	i	45%[activator]	-1.3	-7%	3	1%	-2%	6%	2%
COc1ccc(C(=O)NC(=S)Nc2ccc(CN3CCOCC3)cc2)cc1	-18%	-17%	7.0	0%	-7	11%	-3%	3%	0%
Cc1cccc(OCC(=O)Oc2ccc(Cl)cc2)c1	i	11%	3.8	-15%	8	-4%	-4%	0%	4%
Cc1cc(C)c(C#N)c(N2CCN(c3ccc(F)cc3)CC2)n1	-21%	-27%	-3.2	-3%	14	-14%	12%	8%	-9%
Cc1cc(C)n(CCN(C)Cc2nc(Cc3ccccc3F)no2)n1	-7%	1%	0.3	-10%	-1	17%	-3%	2%	4%
COc1ccc(OC)c(NC(=O)C2CC(/C=C/c3ccccc3)=NO2)c1 (configuration not stated)	i	31%[activator]	1.1	7%	-1	0%	5%	2%	-1%
CCCc1ccc2oc(C(=O)N3CCC[C@H]3CO)c(C)c2c1	-1%	-2%	-0.5	-2%	3	-14%	3%	11%	4%
CCNc1nc(NC(C)CC)nc(Oc2ccc(OCC)nn2)n1 (configuration not stated)	i	-6%&6%	-0.5	1%	1	-5%	-1%	11%&0%	0%&2%
CC(=O)Nc1cc(-c2cccc(N)c2)cn2c(-c3ccc(C(C)=O)cc3)cnc12	-23%	-30%	0.0	-4%	?	-6%	7%	27%	-27%
CCOCCNC(=O)c1ccccc1C(=O)NCCOCC	11%[57.5 µM]	2%	0.8	-3%	nt	-9%	5%	-1%	1%
COC(=O)c1cccc(NC(=O)/C=C/c2ccc3c(c2)OCO3)c1	-30%[inhibitor]	3.5µM*	-0.5	-5%	-4	-30%	1%	-19%	-21%
CS(=O)(=O)N(CC(=O)NCCc1ccccc1)C1CCCCC1	i	7%	-1.0	-11%	nt	-4%	0%	-1%	2%
COc1ccc(-c2noc(CN3CCN(c4ccccc4F)CC3)n2)cc1OC	-66%[inhibitor][57.5 µM]	0%	-0.1	2%	8	-16%	-7%	6%	6%
O=C(CNc1cc(S(=O)(=O)N2CCOCC2)ccc1N1CCOCC1)Nc1cccc(C(F)(F)F)c1	-3%	0%	-0.3	-5%	1	-29%	-5%	12%	-7%
O=C(Nc1cc2c(cc1Cl)-c1ccc([N+](=O)[O-])cc1C2=NO)C(F)(F)F	i	?	-2.8	2%	-14	-4%	-15%	5%	?
Cc1c(NC(=S)NC(=O)CCc2ccccc2)c(=O)n(-c2ccccc2)n1C	-14%	-2%	-7.0	-10%	2	-7%	-9%	3%	-5%
CC1CCC(NC(=O)c2cccc(S(=O)(=O)N3CCN(c4ccccc4)CC3)c2)CC1 (configuration not stated)	-39%[inhibitor]	-18%	-1.2	7%	-1	1%	6%	11%	7%
O=C(O)c1ccc2c(c1)S(=O)(=O)c1ccccc1C2=O	-4%	26%	-0.1	-4%	-74*	-26%	-6%	0%	17%
COCCn1c(-c2ccsc2)nc2c1c(=O)[nH]c(=O)n2CC(C)C	-21%[57.5 µM]	4%	-0.5	-7%	-1	12%	7%	11%	-4%
CC1CCC(NC(=O)CN2C(=O)NC3(CCCCC3C)C2=O)CC1 (configuration not stated)	i	7%	1.8	-4%	0	-1%	7%	0%	1%
O=C(O)CCC(C(=O)O)N1C(=O)C2C3CCC(C3)C2C1=O (configuration not stated)	-19%	4%	-1.8	-7%	-8	8%	4%	-5%	3%
Cc1cc(Cl)ccc1-c1nc(NCc2ccccc2)nc2ccsc12	i	?	-0.2	-5%	2	11%	-10%	18%	4%
Cc1ccccc1OC/C(O)=C(\C#N)c1nc2ccccc2[nH]1	-11%[57.5 µM]	6%	2.8	-3%	nt	14%	12%	-2%	-16%
CCCCN(CC)CCNC(=O)C1CCCN(S(=O)(=O)c2cccc3nsnc23)C1 (configuration not stated)	-24%	-4%&-20%	-2.3	-1%	-4	5%	0%	15%&-1%	3%&-2%
CCCN1CCC(=O)N([C@H](COc2ccccc2)CC(C)C)CC1	11%	1%	1.1	-2%	5	17%	-25%	1%	-2%
C=CCn1c(SC/C=C/c2ccccc2)nnc1-c1sc(N)nc1C	-4%	-21%	0.3	-4%	5	-6%	-6%	2%	-11%
CC(=O)N(/N=C/c1ccc(C)cc1)c1nc(CCl)cs1	i	1%	0.1	-14%	-5	-6%	6%	9%	-16%
CCN1/C(=C\C(=S)Nc2ccccc2)Sc2ccccc21	-21%	?	-0.6	24µM*	-11	6%	-1%	8%	?
CCOC(=O)c1sc(NC(=O)CN2C(=O)NC3(CC(C)CC(C)(C)C3)C2=O)cc1C (configuration not stated)	i	?	-0.8	-8%	-15	?	?	10%	?
C=C1C(=O)N(C)CCC1C(CC)C(=O)OC (configuration not stated)	-15%	10%	-0.9	0%	2	7%	9%	0%	5%
O=CN1CCN(C(=S)NC(=O)c2ccc(Cl)cc2)CC1	-24%	-24%	-2.1	-1%	5	19%	-5%	-3%	?

Ordered by the number under PI5P4K alpha inh (largest number first): 3 from the list above
smiles,PI5P4K alpha inh
CC(=O)N(/N=C/c1ccc(C)cc1)c1nc(CCl)cs1,-5
CCN1/C(=C\C(=S)Nc2ccccc2)Sc2ccccc21,-11
CCOC(=O)c1sc(NC(=O)CN2C(=O)NC3(CC(C)CC(C)(C)C3)C2=O)cc1C (configuration not stated),-15

(continued)
SMILES	PTHR1 agonist	GLP-1R inv ag	IL-2 act	PLK1 PBD block	PI5P4K alpha inh	EPAC1 antagonist	EPAC1 agonist	GLP-1R agonist	GLP1R cytotox
CC(C(=O)Nc1ncn[nH]1)N1C(=O)c2ccccc2C1=O (configuration not stated)	i	2%	-0.3	-6%	4	-5%	-7%	-6%	3%
O=C1C(Cl)=C(NCCc2ccccc2)C(=O)N1CCc1ccccc1	-22%	-7%	4.8	-7%	0	-15%	7%	-1%	191%[activator]
Cc1oc(/C=N/NC(=O)CN(c2ccccc2Cl)S(C)(=O)=O)cc1Br	-1%	-7%	1.7	-9%	0	-2%	4%	10%	-7%
O=C(NCc1cccc(Cl)c1)C1CCCN(c2ncnc3c2nc2n3CCCCC2)C1 (configuration not stated)	-2%	?	-2.7	-7%	-1	-3%	0%	0%	-1%
Cc1ccc(C(O)c2ccncc2)cc1 (configuration not stated)	-5%[57.5 µM]	-3%	-1.6	-11%	nt	7%	-1%	-13%	1%
CCc1ccc(N2CC(C(=O)Nc3cccnc3)CC2=O)cc1 (configuration not stated)	i	2%	0.3	-8%	2	-6%	11%	-7%	-1%
Nc1nc2ccc(N3CCOCC3)cc2s1	-20%	-25%	0.6	-13%	-1	2%	7%	-6%	-14%

Source: PubChem BioAssay (National Center for Advancing Translational Sciences (NCATS))

This is a subset; rates above refer to the full screens.
